# Source: PubChem BioAssay
# PKA-R1A activ: activators of PKA-R1A complex; PKA-R1A dissociation, Cy5-IP20 fluorescence polarization; scaled: DMSO 0%, 113 µM cGMP 100%; activation, % at 11.4 µM; hit rate 0.083% among 340,000; AID 504707;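 active means percent activation above the mean of all tested compounds plus 3 SD, cut at about 19% in these data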;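 further: higher means more PKAc released from R1A so a rise in polarization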
# HTR5A inv ag: HTR5A inverse agonism, opioid heterodimer counter-screen; P47898; HTR5A cell line, luminescence; inhibition, % at 9.3 µM; hit rate 0.083% among 340,000; AID 504634; in the data active means inhibition mostly above about 23%, no sharp cut-off; inactive means mostly below about 18%;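 further: 0% = cells with DMSO and 100% = no-cell wells with DMSO; some compounds called inactive have numbers as strong as hits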
# HTR5A ag ctr: activates human HTR5A in OPRM1-OPRD1 agonist counter-screen. P47898. HTR5A agonist assay, luminescence, cell-based. activation, % at 9.3 µM. hit rate 0.61% among 340,000. AID 504692; in the data active means activation mostly above about 9.5%, no sharp cut-off; inactive means mostly below about 7.6%;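 further: 0% = cells with vehicle only and 100% = reference agonist; strong numbers were not always called active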
# OPRM1-OPRD1 ag: agonists of human mu-delta opioid receptor heterodimerization; hit rate 0.3% among 340,000; cells, OPRM1-OPRD1 heterodimerization, luminescence; activation, % at 9.3 µM; AID 504326; P35372+P41143; in the data active means activation above about 18%;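 further: 0% = vehicle-treated cells and 100% = reference agonist; values of inactives mirror those of a sister screen read the other way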
# Arr AP2 block: human beta-arrestin and AP2 interaction inhibition; FITC-arrestin peptide / GST-AP2 beads, flow cytometry; AP2 beta2 appendage carries R879A mutation; inhibition, % at 10 µM; hit rate 0.31% among 340,000;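 active means inhibition above a set limit, near 3 SD of compounds lacking own fluorescence, cut at about 54% in these data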;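 further: plate controls were DMSO wells for no effect and 5 µM unlabelled arrestin peptide for full effect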
#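 System: GST-AP2 R879A glutathione beads | Also added: FITC-arrestin peptide, 50 nM | Times: 12 min plus 1 h, RT | Signal: Bead flow cytometry, FITC channel | Buffer or medium: PBS with 0.05% Tween 20 and 0.1% BSA | Read-out basis: Percent drop in bead-associated FITC signal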
# OPRM1-OPRD1 inv: mu-delta opioid heterodimer inverse agonism; P35372+P41143; cell-based MOR-DOR heterodimer luminescence; inhibition, % at 9.3 µM; hit rate 0.21% among 340,000; in the data active means inhibition above about 22%, passing the limit was not always enough;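 further: 0% = cells with DMSO and 100% = wells without cells with DMSO; values of inactives mirror those of a sister screen read the other way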
# V-ATPase pH: alters yeast V-ATPase proton transport. S. cerevisiae, pHLuorin cytosolic pH fluorescence. response, % at 10 µM. hit rate 0.37% among 350,000; in the data active means response mostly above about 7.3%, no sharp cut-off; inactive means mostly below about 5.4%; further: actives read high; inactives centre near 0; some compounds called inactive have numbers as strong as hits; reference of the scale not given here
# Pemphigus Ab inh: human desmoglein-3 autoantibody binding inhibition. P32926. DSG3-coupled beads, scFv-anti-DSG3-GFP binding, flow cytometry; active compounds read low. binding (percent of control), % at 10 µM. hit rate 0.48% among 310,000;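 active means binding more than 3 SD below its plate's average and above zero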;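 further: hits lower antibody fragment binding to DSG3; some compounds called inactive have numbers as strong as hits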
# Target sequence (P32926 whole entry, looked up, the tested form may be a part): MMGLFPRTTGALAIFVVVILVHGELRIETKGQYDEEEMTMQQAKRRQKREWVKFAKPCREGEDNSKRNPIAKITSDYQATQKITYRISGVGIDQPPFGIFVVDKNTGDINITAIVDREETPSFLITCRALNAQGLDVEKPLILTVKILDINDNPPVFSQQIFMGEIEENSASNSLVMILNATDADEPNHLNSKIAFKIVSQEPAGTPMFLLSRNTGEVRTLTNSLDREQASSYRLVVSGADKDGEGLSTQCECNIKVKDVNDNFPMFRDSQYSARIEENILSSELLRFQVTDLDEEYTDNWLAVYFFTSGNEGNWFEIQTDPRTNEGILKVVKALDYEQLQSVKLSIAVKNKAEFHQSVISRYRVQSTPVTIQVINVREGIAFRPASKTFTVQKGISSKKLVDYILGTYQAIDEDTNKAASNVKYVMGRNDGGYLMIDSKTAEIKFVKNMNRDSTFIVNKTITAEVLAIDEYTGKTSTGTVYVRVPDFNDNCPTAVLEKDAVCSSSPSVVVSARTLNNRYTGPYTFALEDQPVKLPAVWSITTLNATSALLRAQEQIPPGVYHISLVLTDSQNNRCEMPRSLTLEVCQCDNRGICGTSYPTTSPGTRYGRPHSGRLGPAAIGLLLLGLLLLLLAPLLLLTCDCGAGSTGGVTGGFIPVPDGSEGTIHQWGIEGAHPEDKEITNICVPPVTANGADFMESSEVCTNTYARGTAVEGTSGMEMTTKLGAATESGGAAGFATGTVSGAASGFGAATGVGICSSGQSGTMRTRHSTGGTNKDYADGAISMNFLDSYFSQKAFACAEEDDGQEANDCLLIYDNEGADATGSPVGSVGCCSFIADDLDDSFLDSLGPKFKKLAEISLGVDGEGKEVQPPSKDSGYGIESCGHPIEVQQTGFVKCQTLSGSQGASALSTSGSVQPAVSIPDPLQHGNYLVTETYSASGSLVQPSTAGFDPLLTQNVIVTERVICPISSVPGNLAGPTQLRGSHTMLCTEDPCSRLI
# DAGLB inhibitor: blocks human DAGLB lipase activity; Q8NCG7; HEK293T DAGLB membrane lysate, EnzChek fluorogenic substrate; inhibition, % at 5.17 µM; hit rate 0.059% among 340,000; AID 504411; in the data active means inhibition above about 34%;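 further: 0% = enzyme with vehicle and 100% = wells lacking enzyme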
# PKA-R2B activ: activators of human PKA-R2B complex; P22694+P31323; PKA-R2B holoenzyme dissociation, Cy5-IP20 fluorescence polarization; R2B truncated from residue 108, S112A mutant; 0% DMSO only, 100% 113 µM cGMP; activation, % at 11.4 µM; hit rate 0.079% among 340,000;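 active means activation above a cutoff set at the mean over all compounds plus 3 SD, cut at about 18% in these data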;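 further: higher means more holoenzyme dissociation and a rise in polarization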
# Starred values were filed as active, the others as inactive; nt = no result given; & = joins results of further samples. The order is random, and some 2.4% of all compounds hit somewhere here.
item	smiles	PKA-R1A activ	V-ATPase pH	DAGLB inhibitor	OPRM1-OPRD1 inv	HTR5A ag ctr	Pemphigus Ab inh	HTR5A inv ag	Arr AP2 block	OPRM1-OPRD1 ag	PKA-R2B activ
1	Cc1onc(-c2ccccc2Cl)c1C(=O)NCc1nc(-c2ccccc2)no1	4.4	-1.8	-3.1	10.8	2.8	nt	-7.1	-4.6	-2.6	3.3
2	O=Cc1cn(-c2ccccc2)nc1-c1cc2c(ccc3ccccc32)oc1=O	-0.9	-0.4	-3.9	-1.5	8.9	96.7	-22.6	2.3	0.3	7.4
3	CCOc1cc(N2CCOCC2)c(OCC)cc1NS(=O)(=O)c1cc(NC(C)=O)ccc1OC	-6.4	-0.8	-1.9	-39.2	-1.8	112.0	-29.9	23.4	4.8	6.2
4	CCc1nnc(NC(=O)CSc2nnc(CNC(=O)c3ccc(OC)c(OC)c3)o2)s1	-10.2	-1.5	1.0	-1.9	0.7	95.3	-27.1	-16.9	0.3	-4.4
5	Cc1ccc(NC2CCCN(C(=O)c3ccnc(Cl)c3)C2)cc1C (configuration not stated)	-0.6	-0.1	0.7	9.4	9.4	96.6	-25.5	-1.8	-1.8	1.8
6	CCOC(=O)Cc1csc(NC(=S)NC(=O)C(C)(C)C)n1	5.6	-3.1	-4.9	15.1	3.2	98.4	2.3	-2.2	-2.4	5.3
7	CC1(C)CN(c2ccc(Br)cc2)C(=O)[C@H]1CC(=O)Nc1ccccc1	5.2	-1.3	-3.3	nt	nt	102.9	nt	nt	nt	-1.9
8	CCN(CC)CCNC(=O)/C(=C/c1cn(C)c2ccccc12)NC(=O)c1ccc(OC)c(OC)c1	-5.9	1.1	1.6	8.4	-0.1	108.0	-15.0	-0.7	-1.6	8.5
9	CC1(C)NC(=O)N(CCC(=O)Nc2ccc(C(C)(C)C)cc2)C1=O	2.3	2.1	-1.5	nt	nt	99.9	nt	nt	nt	-0.8
10	O=C(Cc1cccs1)N1CCN(S(=O)(=O)c2ccc(Cl)c(C(F)(F)F)c2)CC1	-9.8	4.5	-2.5	-7.0	-3.6	101.1	-11.1	-1.0	1.8	-1.3
11	Cn1c(CNC(=O)c2ccccc2)nnc1SCC(=O)N1CCN(c2ccccc2)CC1	-9.3	-2.2	-0.1	7.2	8.9	103.9	-4.8	20.9	-1.4	-4.3
12	COc1ccccc1C(=O)NCC(=O)OCC(=O)Nc1ccc2[nH]c(=O)[nH]c2c1	0.4	-2.8	0.8	9.0	1.3	104.3	-3.3	-5.3	-1.4	1.4
13	Cc1ccc(C(=O)Nc2cccc(S(=O)(=O)N3CCCC3)c2)o1	-0.7	-1.1	-0.7	9.8	-2.2	97.5	5.5	31.6	-2.4	5.8
14	CC(=O)C1=C(C)N(Cc2ccccc2)C(=O)N[C@H]1c1ccco1	1.2	0.3	3.0	6.3	4.2	107.1	-11.3	9.3	-1.1	-0.1
15	CCCn1c(=O)[nH]c(=O)c2c1nc(-c1ccc(OC)c(Br)c1)n2CCOC	3.0	0.9	-2.5	6.9	0.6	102.4	-1.6	17.6	-1.4	7.1
16	COc1cc(OC)c(CN2CCC(CO)(CCOc3ccccc3)CC2)c(OC)c1	-7.7	-1.1	-1.3	9.6	0.5	100.2	14.3	7.1	-1.3	6.0
17	Cc1ccc(N2C(=O)C(NC(=O)c3c(F)cccc3F)(C(F)(F)F)C3=C2CC(C)(C)CC3=O)cc1 (configuration not stated)	1.8	0.0	2.4	-0.4	1.5	100.3	17.9	11.2	0.1	-17.0
18	COc1ccc(Cl)cc1C(=O)OCC(=O)NC(=O)c1cccn1C	-0.7	-4.7	0.8	5.8	0.8	111.4	-2.9	0.8	-1.1	-0.7
19	CN(C)CCC(=O)c1cccc(Br)c1	-7.9	-2.7	3.0	3.5	-3.6	85.6	9.5	-9.4	-0.5	-14.0
20	O=C(C1CCCN(Cc2cccnc2)C1)N1CCCCC1 (configuration not stated)	-3.6	1.4	-2.1	17.5	2.0	104.1	-15.8	-0.2	-4.1	-2.9
21	COc1ccc(Nc2nnc(Cc3ccccc3)c(=O)[nH]2)c(OC)c1	-1.5	-7.0	2.9	-14.3	16.9*	104.0	-30.9	3.5	2.3	-8.4
22	CCC1(CC)NC(=O)N(CC(=O)OCc2nc3cc(C(=O)OC)ccc3c(=O)[nH]2)C1=O	-7.7	-1.4	0.6	4.8	10.4	nt	-28.8	1.0	-1.2	-4.6
23	CN1C(=O)CC(C(=O)Nc2ccc(F)cc2)SC1=Nc1ccc2c(c1)OCO2 (configuration not stated)	-17.8	-0.9	-1.3	-15.8	4.6	97.6	-1.1	0.2	2.7	1.2
24	C/C(=N\NS(=O)(=O)c1ccc([N+](=O)[O-])cc1)c1ccc(NC(=O)c2ccco2)cc1	-2.0	-3.1	0.6	-0.7	7.2	96.5	-20.1	11.9	0.1	-0.2
25	Cc1nn(Cc2ccc(C(=O)O)o2)c(C)c1[N+](=O)[O-]	8.5	3.3	-4.1	10.7	0.9	86.4	-2.5	0.4	-2.1	0.5
26	COCCn1c(=O)[nH]c2cc(C(=O)Nc3nnc(C)s3)ccc21	-3.9	-0.2	-2.0	4.1	-1.3	104.5	-11.3	0.5	-0.8	-0.5
27	O=S(=O)(Nc1cc(S(=O)(=O)N2CCOCC2)ccc1N1CCCC1)c1cccs1	-3.4	-1.8	-1.7	3.9	0.4	95.5	-4.8	-6.7	-0.8	-8.7
28	NC(=O)c1ccc(NC(=O)COC(=O)CC(NC(=O)c2ccccc2Cl)c2ccccc2)cc1 (configuration not stated)	4.8	1.0	-2.7	8.2	1.8	103.2	0.3	-3.9	-1.8	3.4
29	COc1ccccc1OCC(=O)NNc1c2ccccc2nc2ccccc12	8.6	-2.2	3.5	8.3	3.5	nt	13.8	6.8	-1.7	-1.9
30	Nc1nonc1-n1nnc(C(=O)N/N=C/c2ccc(OCc3ccccc3)cc2)c1COc1ccc(F)cc1	-0.1	4.2	-0.9	-4.8	1.5	84.5	12.5	9.7	0.9	7.7
31	COc1ccc2[nH]c3c(c2c1)CCN1C(=O)C(CC(=O)NCCC2=CCCCC2)C[C@H](C(=O)N2CCCCC2)[C@@]31C (some centres not stated)	4.2	-1.1	-0.7	3.6	-0.8	100.7	2.8	13.9	-0.7	0.8
32	COc1cccc(NC(=S)N(Cc2ccco2)C(C)c2ccco2)c1 (configuration not stated)	-16.5	0.6	-3.4	-1.1	-0.5	103.0	1.8	37.3	0.2	-9.8
33	CNC[C@H]1Oc2c(NS(=O)(=O)c3ccc(F)cc3)cccc2C(=O)N([C@H](C)CO)C[C@@H]1C	11.9	-5.5	-1.1	2.0	2.4	97.8	3.3	18.4	-0.3	1.7
34	CC(Oc1ccc(Br)cc1)C(=O)NNC(=O)CCN1CCN(c2ccccc2)CC1 (configuration not stated)	4.6	0.6	1.8	3.0	5.4	100.4	-16.3	-3.1	-0.5	3.7
35	CCOc1ccc(N2CC(O)(c3cccs3)[N+]3=C2CCCC3)cc1 (configuration not stated)	4.3	3.2	2.2	15.6	-1.3	nt	3.6	-1.6	-3.3	-3.0
36	CCOC(=O)C(NC(=O)CC)(Nc1sc2c(c1C(=O)OC)CCN(C)C2)C(F)(F)F (configuration not stated)	-2.6	-3.0	3.9	7.3	-1.9	100.6	-8.2	3.5	-1.5	9.9
37	COc1cccc([C@@H]2CC=C(C(=O)O)[C@H](c3ccc(C)cc3)N2S(=O)(=O)c2ccc(C)cc2)c1	10.2	-2.5	3.3	6.2	2.2	98.5	-8.4	-11.7	-1.4	-1.5
38	O=C(Cc1cccs1)N1CCN(S(=O)(=O)c2ccc(F)cc2)CC1	-11.8	-1.3	0.7	12.6	1.3	103.4	-3.5	-9.2	-2.4	3.6
39	O=C(O)CSc1nnc(-c2cc3ccccc3o2)n1-c1ccccc1	-12.8	0.5	-3.0	5.8	1.4	115.0	2.0	25.9	-1.3	2.6
40	Cc1sc2ncn(CC(=O)NCCc3ccccc3)c(=O)c2c1C	-12.6	-0.3	3.1	3.4	-1.9	105.8	16.2	9.0	-0.6	-9.9
41	O=C(CCN1C(=O)c2ccccc2S1(=O)=O)Nc1cccc(F)c1	-0.6	2.1	0.1	6.4	-2.0	96.0	4.5	-7.5	-1.0	-10.2
42	CC1CC(=O)Nc2ccccc2N1 (configuration not stated)	11.6	3.4	-0.5	4.2	3.6	110.4	-14.7	0.6	-0.8	-8.6
43	Cc1nnc(NC(=O)C2(c3ccccc3)CCOCC2)s1	-16.9	-5.5	1.5	5.2	-3.4	nt	-4.7	13.4	-0.9	-20.4
44	Cc1c([N+](=O)[O-])cc(N2C(=O)C=CC2=O)cc1[N+](=O)[O-]	11.3	0.1	7.4	6.7	2.3	82.8	-8.3	2.8	-1.3	0.8
45	CCCCCC(=O)N1CCN(CCN=CC2=C(O)CC(c3ccc(OC)cc3)CC2=O)CC1 (configuration not stated)	-1.7&-10.4	5.1&3.3	0.8&0.5	1.1&7.5	4.3&-4.2	121.8&99.4	-16.8&15.9	5.5&4.2	-0.2&-1.3	7.3&0.2
46	COC(=O)C1=C(C)NC(=O)NC1c1ccco1 (configuration not stated)	-4.2	-1.8	-1.3	19.5	-0.2	98.0	0.6	14.1	-3.4	-1.3
47	CC(OC(=O)CN1C(=O)c2ccccc2C1=O)C(=O)N(C)c1ccccc1 (configuration not stated)	4.4	-4.8	1.1	11.0	1.9	87.5	-5.2	6.4	-2.1	-12.1
48	COc1ccc(/C=C/C(=O)NCCCc2ccccc2)cc1	-13.1	-0.9	0.9	5.4	-0.5	nt	12.6	2.3	-1.1	-7.1
49	CC(=O)N1CCN(C(=O)c2cccc(S(=O)(=O)NCc3ccccc3)c2)CC1	-9.3	-2.7	-1.4	15.6	-4.6	96.3	-30.6	3.7	-2.9	-10.6
50	CCOc1ccccc1C(=O)Nc1cc(C)ccc1NC(=O)c1ccco1	-4.6	0.1	-2.6	12.9	-1.4	119.4	-24.4	27.6	-2.4	-15.3
51	Cn1cc(CCNCc2cn[nH]c2-c2ccc(-c3ccccc3)cc2)cn1	-3.0	-1.9	-0.5	12.1	4.0	97.5	5.7	13.2	-2.4	1.5
52	Cc1ccc(NC(=O)CCNC(=O)c2ccco2)cc1Cl	-4.3	-3.9	-0.1	-3.8	-7.9	nt	21.1	35.9	0.5	10.6
53	CC(=O)Nc1ccc(Nc2ncnc3c2cnn3-c2ccccc2)cc1	3.7	4.7	4.5	0.6	-2.4	108.2	5.7	12.6	-0.1	-9.4
54	Cc1ccc(C)c(N2CC(O)(c3cccs3)[N+]3=C2CCCC3)c1 (configuration not stated)	-9.9	1.4	0.1	-3.9	0.2	nt	-0.4	20.2	0.8	-9.1
55	CCCCC(=O)NNC(=S)NC(=O)c1ccc(C)cc1	-0.9	0.6	-1.2	16.6	1.0	106.8	8.0	-10.3	-3.4	-2.0
